CHRM4 PAM – positive allosteric modulators of human muscarinic M4 receptor; activation, % at 3 µM; CHO-K1 hM4/Gqi5, Fluo-8 calcium fluorescence, ACh EC20; 0% = ACh EC20, 100% = maximal ACh; P08173; AID 624126; 360,000 tested, 0.4% active;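 active = activation above its plate's cutoff, the mean activation of sample wells plus 3 SD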; note: some results filed as inactive read as strong as hits
CHRM5 agonist – agonists of human muscarinic M5 receptor (CHRM5); P08912; CHO-K1 hM5 cells, Fluo-8 calcium fluorescence; 0% DMSO wells, 100% maximal acetylcholine response; activation, % at 3 µM; 360,000 tested, 0.19% active;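 active = activation above the run's mean over test compounds plus 3 SD, cut at about 23% in these data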;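 note: signal is peak over basal fluorescence ratio across the kinetic read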
Target sequence (P08912 whole entry, looked up): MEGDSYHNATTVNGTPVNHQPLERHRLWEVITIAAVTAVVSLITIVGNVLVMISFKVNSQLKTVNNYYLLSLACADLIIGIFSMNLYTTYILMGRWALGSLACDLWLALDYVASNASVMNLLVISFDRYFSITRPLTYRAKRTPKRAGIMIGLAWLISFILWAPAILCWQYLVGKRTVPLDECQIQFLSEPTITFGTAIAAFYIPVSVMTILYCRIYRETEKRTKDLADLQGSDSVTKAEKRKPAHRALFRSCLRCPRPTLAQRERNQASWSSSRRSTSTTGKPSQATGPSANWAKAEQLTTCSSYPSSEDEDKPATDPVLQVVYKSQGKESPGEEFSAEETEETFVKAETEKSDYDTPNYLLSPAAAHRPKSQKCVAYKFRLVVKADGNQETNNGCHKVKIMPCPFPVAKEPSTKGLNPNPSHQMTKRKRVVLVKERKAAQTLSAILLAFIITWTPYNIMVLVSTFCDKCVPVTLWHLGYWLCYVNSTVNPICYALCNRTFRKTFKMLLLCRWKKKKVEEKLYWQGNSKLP
CHRM4 agonist – agonists of human muscarinic M4 receptor (CHRM4). activation, % at 3 µM. CHO-K1 hM4/Gqi5, Fluo-8 calcium fluorescence; vehicle 0%, full acetylcholine response 100%. 360,000 tested, 0.14% active;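 active = activation above the run mean over all test wells plus 3 SD, cut at about 32% in these data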;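 note: peak over basal fluorescence ratio per well then scaled between controls; 0% = DMSO wells and 100% = acetylcholine at EC100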
M5 PAM – positive allosteric modulators of human muscarinic M5 receptor | P08912 | CHO-K1 hM5, Fluo-8 calcium, ACh EC20 PAM; 0% = ACh EC20, 100% = ACh EC100 | activation, % at 3 µM | 360,000 tested, 0.3% active | AID 624038;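 active = activation above the run cutoff, the mean activation of all test compounds plus 3 SD, cut at about 18% in these data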
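Replicates: One well per compound, no replicates | System: Human M5 receptor in CHO-K1 cells | Benchmarks: Low control EC20 acetylcholine (0%), high control EC100 acetylcholine (100%) | Probe or stimulus: Acetylcholine, EC20 level | Times: Fluo-8 loading 80 min at 37 °C plus 30 min room temperature | Signal: Intracellular calcium via Fluo-8 fluorescence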
CHRM5 antagonist – blocks acetylcholine activation of human M5 receptor. P08912. CHO-hM5 cells, Fluo-8 calcium fluorescence, ACh EC80. inhibition, % at 3 µM. 360,000 tested, 0.59% active. AID 624040;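 active = inhibition above a per-plate cutoff, the mean of that plate's test compounds plus 3 SD, cut at about 27% in these data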;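 note: 0% = acetylcholine EC80 with DMSO and 100% = DMSO without agonist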
CHRM1 antagonist – blocks human M1 muscarinic receptor. inhibition, % at 3 µM. CHO-K1 hM1, Fluo-8 calcium fluorescence, ACh EC80 antagonist. 360,000 tested, 1.3% active. P11229;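 active = percent inhibition above its own plate's cutoff, namely the mean of that plate's compound wells plus 3 SD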;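 note: peak over basal fluorescence ratio during 140 s after agonist addition; 0% = ACh EC80 plus DMSO and 100% = DMSO alone without agonist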
Target sequence (P11229 whole entry, looked up): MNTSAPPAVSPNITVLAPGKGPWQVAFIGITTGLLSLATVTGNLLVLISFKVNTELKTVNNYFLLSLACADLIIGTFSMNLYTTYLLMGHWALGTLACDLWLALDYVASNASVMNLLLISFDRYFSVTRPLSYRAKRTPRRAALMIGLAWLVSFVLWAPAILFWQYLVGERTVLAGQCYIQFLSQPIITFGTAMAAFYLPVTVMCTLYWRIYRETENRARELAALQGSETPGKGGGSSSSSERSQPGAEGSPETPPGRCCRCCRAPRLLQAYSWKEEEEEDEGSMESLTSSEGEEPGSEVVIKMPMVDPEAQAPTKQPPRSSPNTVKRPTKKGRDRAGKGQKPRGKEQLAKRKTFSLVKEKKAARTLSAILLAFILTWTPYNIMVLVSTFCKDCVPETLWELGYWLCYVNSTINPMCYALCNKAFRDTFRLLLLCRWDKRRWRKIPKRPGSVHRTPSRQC
CRFBP-R2 agonist – agonists of human CRF-binding protein/CRF-R2 receptor complex; 350,000 tested, 0.46% active; HEK293 CRF-R2/CRF-BP, calcium dye fluorescence (FLIPR); percent of saturating CRF peptide response; activation, % at 13.2 µM;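 active = activation of at least 50%, plus an integration ratio under a set limit after plate pattern correction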;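 note: plate controls were neutral control wells without compound for no effect and CRF at EC100 for full effect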
M1 PAM – potentiates human M1 receptor response to acetylcholine. AID 588819. 360,000 tested, 0.088% active. P11229. activation, % at 3 µM. CHO-K1 hM1, Fluo-8 calcium fluorescence, ACh EC20; 0% = ACh EC20, 100% = maximal ACh; in the data active = activation above about 19%, passing the limit was not always enough
M4 antag – blocks acetylcholine activation of human M4 receptor. CHO-hM4 cells, ACh EC80, Fluo-8 calcium fluorescence. inhibition, % at 3 µM. 360,000 tested, 0.73% active. AID 624125;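 active = inhibition above its plate's cutoff, the mean inhibition of sample wells plus 3 SD, cut at about 27% in these data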;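 note: 0% = acetylcholine EC80 with DMSO and 100% = DMSO without agonist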
An asterisk follows results filed as active; / = no result given.

SMILES	CHRM4 PAM	CHRM5 agonist	CHRM4 agonist	M5 PAM	CHRM5 antagonist	CHRM1 antagonist	CRFBP-R2 agonist	M1 PAM	M4 antag
Cc1ccc(CCNC(=O)c2nnc(CS(=O)(=O)c3ccccc3)o2)cc1	1	0	3	-4	3	-7	-0.7	0	-12
O=C(NCc1nc2ccccc2[nH]1)c1ccc([N+](=O)[O-])cc1	-4	-1	0	-3	3	2	-2.5	3	4
Cc1ccc(N2C(=O)CSC2c2ccccn2)cc1Cl (stereo not given)	-8	-7	-2	0	-6	7	0.7	-8	9
COc1ccc(-c2csc(NC(=O)c3nc(-c4ccccc4)oc3C)n2)cc1	-4	2	1	-5	2	2	6.9	10	3
Cc1cccc(NC(=O)CN2CCN(CC(=O)NCC3(N4CCCCC4)CCCCC3)CC2)c1C	4	0	1	5	-5	-15	0.0	9	1
N#CCSc1nnc2ccc3ccccc3n12	8	-3	0	6	16	-1	-3.5	10	3
CCc1c(C)sc(NC(=O)c2cc(C(C)C)on2)c1C#N	-5	-2	4	0	4	-11	4.0	6	-5
COCCNC(=O)CN1CCC(NC(=O)Nc2ccccc2)CC1	9	1	-1	-1	4	-10	-0.1	15	1
Cc1nc(-c2ccccc2)sc1C1(C)CC(c2cccc([N+](=O)[O-])c2)=NO1 (stereo not given)	1	4	-1	15	1	-4	0.2	6	-5
Cc1ccc(C(=O)N/C(=C/c2ccco2)C(=O)NCCc2c[nH]c3ccccc23)cc1	4	-2	3	-7	4	-8	-1.0	9	-4
O=S1(=O)c2ccc(Br)cc2OC(COCc2ccccc2)CN1Cc1ccccc1 (stereo not given)	-9	1	1	-3	-4	-11	1.1	1	-8
CC1CCCN(C(=O)C(Cc2ccccc2)n2cccc2)C1 (stereo not given)	1	-1	0	0	-5	2	2.0	0	-11
COC(=O)c1cc(-c2ccc(OC)cc2F)nc2nc(SC)[nH]c(=O)c12	-1	0	0	0	7	-2	-3.4	4	-5
COc1cccc(CN2CCC(N(CCc3ccccc3)Cc3ccccc3)CC2)c1OC	-13	-8	4	-10	10	20	-1.8	-22	12
CCc1ccc(CNC(=O)CCn2nc(C)c3c(C)n(-c4ccccc4)nc3c2=O)cc1	-6	1	0	1	-8	-5	-0.9	10	-1
Cc1nc2sccn2c(=O)c1S(=O)(=O)NCC(C)c1ccccc1 (stereo not given)	2	1	2	-3	0	-10	1.1	4	-3
Cc1ccccc1C1c2[nH]c3ccccc3c2C[C@H]2C(=O)N(C3CCN(Cc4ccccc4)CC3)CC(=O)N12 (stereo not given in full)	-10	-6	5	-5	12	-14	/	-1	7
CC(c1ccccc1)N1C(=O)/C(=C/c2ccncc2)SC1=S (stereo not given)	-3	5	6	1	14	-6	4.8	12	-5
O=C(NCC1CCCO1)c1cc2c(s1)CS(=O)(=O)C2 (stereo not given)	0	1	1	-6	9	-6	-0.6	2	3
CCCc1nnc(SCC(=O)Nc2ccc(OC)cc2)n1N	9	4	0	-1	-1	7	1.1	0	4
CCCNC(=O)C1(C)CCN(Cc2ccc3ccccc3c2Br)C1 (stereo not given)	2	-3	2	6	19	1	/	-5	-4
COc1ccccc1CNS(=O)(=O)c1ccc2c(c1)N(C(C)=O)CC(C)S2 (stereo not given)	-2	5	13	-13	10	11	-0.9	-10	-11
CCCC(=O)Nc1ccc(NC(=O)c2cccc(OC)c2)nc1	8	-1	3	3	-1	-23	1.1	2	-4
CC(NC(=O)CC1Nc2ccccc2NC1=O)c1ccccc1 (stereo not given)	11	-1	0	5	-2	5	0.8	-2	0
N#Cc1ccsc1NC(=O)COC(=O)c1cc(Br)ccc1O	-3	4	9	0	8	-2	6.1	6	14
CCN(c1ccccc1)P(=O)(Nc1ccccc1)Nc1ccccc1	7	0	4	-8	10	-7	0.0	4	1
Cc1nc(CNC(=O)c2ccccc2OC2CCN(S(C)(=O)=O)CC2)cs1	-1	3	4	3	7	-3	0.0	8	0
CCOC(=O)C1=C(C)NC(=O)NC1c1ccc(OCC(=O)Nc2ccccc2)c(OC)c1 (stereo not given)	-1	0	3	1	-2	-9	2.0	10	-5
COc1ccc(S(=O)(=O)O)cc1P(=O)(c1ccccc1)c1ccccc1	4	-1	3	4	-6	-4	-1.4	5	-3
CCc1ccc(N2CC(C(=O)N3CCN(c4ccc([N+](=O)[O-])cc4)CC3)CC2=O)cc1 (stereo not given)	4	0	-2	2	-1	-11	-0.2	8	-1
COc1cc(C)nc(Oc2ccc(OCc3ccccc3)nn2)n1	-1	-6	0	-2	1	-6	0.1	6	-2
CC1=C(C(=O)N2CCOCC2)CC(CC(=O)NC2CC2)C(=O)N1Cc1ccccc1 (stereo not given)	10	0	-1	7	-2	-13	4.4	12	-16
COc1ccc(OCC(=O)N/N=C/c2cccn2-c2cccc(C(=O)O)c2)cc1	12	1	-1	3	4	-18	-0.8	13	-3
CCN(Cc1ccccc1)C(=O)CC(=O)N(CC)Cc1ccccc1	6	-2	1	1	3	-12	0.8	11	-2
O=C(CNC(=O)c1sc2ccccc2c1Cl)NCc1ccccc1	6	-4	3	5	-18	-12	-0.1	7	-12
CCCNC(=O)c1ccc(N2CCC3(CC2)CC(c2ccccc2)=NO3)c(NC(=O)c2ccc(Br)cc2)c1	3	-2	1	5	9	-6	1.4	4	-5
C[C@@H]1CN(Cc2nc(-c3cnccn3)no2)C[C@H](C)O1	0	-3	1	-2	10	10	-0.8	-1	-8
CC1(C)Cc2c(sc(NC(=O)c3ccc(Br)o3)c2C#N)CO1	6	1	1	-1	-4	-2	-0.6	7	1
COc1ccccc1NC1=NC(c2ccc(Cl)cc2)N=C(N)N1 (stereo not given)	0	-5	0	4	-9	-11	-1.2	8	13
CCN(C[C@H]1N[C@@](CC)(C(=O)OC)[C@H]2C(=O)N(C)C(=O)[C@@H]12)S(=O)(=O)c1ccc(-c2ccccc2)cc1	4	1	6	3	-11	-19	-1.6	17	-16
COC(=O)c1ccc(-n2nnnc2SCc2nn[nH]n2)cc1	10	-2	1	-4	-3	-2	1.0	4	-5
CCOC(=O)NC(=O)/C(C#N)=N\Nc1ccc(Cl)cc1	4	2	10	-3	1	3	0.3	1	-9
CCOc1ccccc1NC(=O)Cn1c(=O)sc2ccccc21	3	-2	1	2	5	-7	-2.9	7	0
CCCCCC1C/C(=N\O)C=C(C)C1C(=O)OC (stereo not given)	-4	-16	0	-2	-6	-19	-0.1	12	-5
CCCCCCN1CCN(C2CN(Cc3cn(Cc4ccc(F)cc4)nn3)S(=O)(=O)C2)CC1 (stereo not given)	-10	-7	2	-1	-4	/	/	/	11

Exported with each value named: part of the list above.
> O=C(CNC(=O)c1sc2ccccc2c1Cl)NCc1ccccc1
  CHRM4 PAM: 6
  CHRM5 agonist: -4
  CHRM4 agonist: 3
  M5 PAM: 5
  CHRM5 antagonist: -18
  CHRM1 antagonist: -12
  CRFBP-R2 agonist: -0.1
  M1 PAM: 7
  M4 antag: -12
> COC(=O)c1ccc(-n2nnnc2SCc2nn[nH]n2)cc1
  CHRM4 PAM: 10
  CHRM5 agonist: -2
  CHRM4 agonist: 1
  M5 PAM: -4
  CHRM5 antagonist: -3
  CHRM1 antagonist: -2
  CRFBP-R2 agonist: 1.0
  M1 PAM: 4
  M4 antag: -5

More results.
SMILES	CHRM4 PAM	CHRM5 agonist	CHRM4 agonist	M5 PAM	CHRM5 antagonist	CHRM1 antagonist	CRFBP-R2 agonist	M1 PAM	M4 antag
CNC(=O)c1sc(SC)cc1-c1ccc(Cl)cc1	1	-8	1	-6	-4	-1	-6.7	0	8
COc1ccc(NC(=O)CSCC(=O)Nc2nnc(CC(C)C)s2)cc1	-2	-1	0	-2	10	-8	-1.6	5	9
CN(C)c1ccc(CNc2ccc3c(c2)ncn3C(C)(C)C)cc1	-6	-1	0	-2	7	2	3.2	4	5
CCCCOC(=O)c1cc(C)nc2ccc(Br)cc12	-1	3	-1	2	-6	-5	-0.3	-6	-1
CCOc1ccc(C2C(C(=O)OC)=CN(C(C)c3ccccc3)C=C2C(=O)OC)cc1 (stereo not given)	-7	-2	-1	-6	5	3	0.7	-3	8
O=C(CSc1nnc(-c2ccc(C(F)(F)F)cn2)o1)Nc1cccc(Cl)c1	0	-1	0	-2	15	9	0.1	-5	-1
C[C@H](CO)N1C[C@H](C)[C@@H](CN(C)Cc2ccc3c(c2)OCCO3)OCc2cnnn2CCCC1=O	9	1	1	4	-4	-8	-0.9	6	-8
Cc1ccc(S(=O)(=O)CCC(=O)N2CCN(c3ccc(Cl)cc3)CC2)cc1	-8	2	8	-14	7	1	1.2	-8	-1
O=C(COc1ccc(Cl)cc1)NNC(=O)c1ccncc1	19	2	2	5	6	-9	-2.1	16	-4
O=C(Nc1cc(S(=O)(=O)N2CCOCC2)ccc1N1CCOCC1)c1cnccn1	3	0	0	2	2	-2	-4.7	5	-1
C=CCn1c(Cc2ccc(OC)cc2)nnc1SCC(=O)NCCc1ccccc1	15	-5	1	-5	14	9	-0.4	-2	1
C[C@H](CO)N1C[C@H](C)[C@@H](CN(C)C(=O)Nc2ccc(F)cc2)OCc2cnnn2CCCC1=O	0	2	0	1	-2	-28	0.8	16	-11
CN(CCNC(=O)c1cccc(N2CCCC2=O)c1)Cc1ccccc1	-3	-9	1	6	-10	-2	-1.1	-3	-6
CCOCC(=O)Nc1cc(Cl)ccc1C	0	-3	0	1	-11	2	-1.1	2	0
O=C(NCc1ccccc1)c1ccccc1-c1nc2ccccc2[nH]1	3	0	1	-3	6	-2	-0.1	5	-4
Cn1cccc1/C=N\NC(=O)C1COc2ccc(C(C)(C)C)cc2O1 (stereo not given)	7	-4	2	2	-1	-5	-0.3	1	3
COc1cc(C=O)ccc1OC(=O)N1CCOCC1	1	-1	1	-2	1	-6	-4.0	2	-2
CC(=O)Nc1cccc(NC(=O)CCc2ccccc2)c1	5	0	3	1	8	-8	-1.0	3	-1
COc1cccc(-c2cc(CNC(=O)[C@H]3O[C@@H](n4cnc5c(N)ncnc54)[C@H](O)[C@@H]3O)no2)c1	6	5	2	-6	12	-29	/	4	-7
COc1ccccc1N=Cc1c(C)[nH]n(-c2ccc(C)cc2C)c1=O	-5	0	2	0	-1	1	0.7	8	-2
CCC(C)N(C(=O)CSc1nnc(-c2ccco2)n1C)C1CCS(=O)(=O)C1 (stereo not given)	5	2	1	-2	0	-6	-0.5	-2	-9
O=C(Nc1ccc(Br)cc1)c1ccc2ncsc2c1	-9	-2	7	3	6	-12	0.1	13	-1
Cc1nc2oc(C(=O)c3ccccc3)c(N)c2c2c1COC(C)(C)C2	1	-6	2	-6	-2	-21	1.1	1	-17
CCCn1c(SCC(=O)NC2CC2)nnc1-c1ccccn1	1	-3	0	4	4	0	-0.1	13	-1
Nc1nonc1C(=O)NCCNCc1ccccc1OCc1ccccc1F	-10	2	11	-2	2	-9	0.0	3	5
CCOc1ccc(NC(=O)C2CCN(C(=O)NC3CCCCC3)CC2)cc1	3	-1	1	-7	-3	-13	-0.6	6	-15
Cc1ccc2[nH]c(=O)c(COC(=O)C3CCCO3)cc2c1 (stereo not given)	0	-2	1	1	-4	6	-0.6	0	-4
Cc1ccc(C(=O)C(OC(=O)COc2ccccc2C)c2ccccc2)cc1 (stereo not given)	-15	-1	-1	-5	-4	7	6.9	-8	11
CN(Cc1cnn(C)c1)C(=O)C1CCC(=O)N(Cc2cccc(F)c2)C1 (stereo not given)	0	-3	1	3	-5	1	-1.2	2	6

Screening data: PubChem BioAssay, several laboratories
